Source: PubChem BioAssay
All columns: NCI-60 one-dose screen, growth in % after 48 h at 10 µM unless noted; 100 = growth as untreated, 0 = no growth, -100 = all killed.
KM12 = KM12 colon cancer cells; actives 5% (n = 82,000)
OVCAR-5 = OVCAR-5 ovarian cancer. actives 2.9% (n = 82,000). AID 1794783
OVCAR-8 = OVCAR-8 ovarian cancer | AID 1794782 | actives 4.4% (n = 81,000)
SW-620 = SW-620 colon cancer; AID 1794795; actives 5.2% (n = 82,000)
OVCAR-4 = OVCAR-4 ovarian cancer cells; AID 1794784; actives 3.7% (n = 80,000)
HCC-2998 = HCC-2998 colon cancer; actives 4.7% (n = 79,000); AID 1794799
PC-3 = PC-3 prostate cancer cells. actives 3.9% (n = 80,000). AID 1794754
OVCAR-3 = OVCAR-3 ovarian cancer. actives 7% (n = 79,000). AID 1794787
DU-145 = DU-145 prostate cancer; actives 4.2% (n = 81,000)
Active calls of the source: *; · = no result given; & = joins results of further samples; [ ] = dose if it differs, or a comment. Rule for the calls: active = growth percent below 10; inactive = the rest. The order is random; 10% or so of the library scored in one or more.

Each structure is followed by: KM12, OVCAR-5, OVCAR-8, SW-620, OVCAR-4, HCC-2998, PC-3, OVCAR-3, DU-145
- CN(C)CC(=O)Nc1ccc(-n2cc(-c3ccncc3)c(-c3ccc(Cl)c(O)c3)n2)cc1
 : 105, 112, 110, 135, 117, 117, 97, 122, 108
- O=[N+]([O-])c1cccc(-c2nc3sccn3c2-c2ccnc(NCCCNS(=O)(=O)c3ccc(F)cc3)n2)c1
 : 1.0*, 59, 3.4*, 18, -5.3*, 58, -3.3*, 4.1*, 11
- Cn1ccnc1C(=O)/C=C/C=C/c1ccc(C(=O)Nc2ccc(F)cc2)cc1
 : 17, 34, 14, -3.0*, 46, 66, 42, 5.1*, 19
- COCCn1cc(-c2nc(-c3cc4cccnc4n3C)cs2)c2ccccc21
 : 5.0*, 49, 39, 29, 25, 58, 27, 32, 67
- O=C1Nc2ccccc2C1=Nc1ccc(O)cc1
 : 106, 104, 101, 93, 101, 111, 87, ·, 104
- CN(C)Cc1cc(CN(C)C)c(O)c(CN(C)C)c1
 : 109, 106, 106, 108, 116, 113, 83, 119, 117
- CCOC(=O)c1cc(C(=O)c2ccc(OC)cc2)n2ccc(/C=C/c3ccncc3)cc12
 : 101, 102, 103, 102, 112, 106, 109, 112, 109
- COc1cc(-c2n[nH]nc2-c2ccccn2)cc(OC)c1OC
 : 102, 100, ·, 106, 88, 105, 82, 102, 112
- CC(C)=CCC/C(C)=C/COc1ccc2ccc(=O)oc2c1
 : 93, 84, 91, 90, 88, 93, 80, 92, 95
- CCSc1nnc(NC(=O)CCNS(=O)(=O)c2ccc(C)cc2)s1
 : 107, 106, 109, 115, 113, 96, 104, 113, 115
- Cn1cc(-c2noc(-c3cn(C)c4ncccc34)n2)c2ccccc21
 : 78, 71, 94, 72, 95, 100, 88, 88, 88
- COc1cc(-c2nc(SCC(=O)Nc3ccc(C(C)=O)cc3)[nH]c(=O)c2C#N)cc(OC)c1OC
 : 17, 52, 23, 26, 61, 21, 18, 0.4*, 14
- CS(=O)(=O)c1ccc(C(=O)c2ccc(Cl)cc2)cc1
 : 98, 100, 99, 92, 90, 95, 91, ·, 100
- CC1(C)CC[C@]2(C(=O)N3CCOCC3)CC[C@]3(C)C(=CC[C@@H]4[C@@]5(C)C/C(=C/c6ccncc6)C(=O)C(C)(C)[C@@H]5CC[C@]43C)[C@@H]2C1
 : 6.6*, 30, 34, 10, 14, -25*, 11, 16, 22
- O=C1OC2(c3ccc(O)cc3Oc3cc(O)ccc32)c2ccccc21
 : 101&104, 106&105, 99&95, 111&104, 103&112, 96&102, 90&87, 105&111, 106&119
- O=C1c2ccccc2C[C@]12C(c1ccccc1)=NOS2=O (stereo partly drawn)
 : 104, 108, 97, 103, 93, 84, 89, 107, 107
- CNC(=O)c1cc(-n2ccc3cc(NC(=O)c4ccc(N5CCOCC5)c(C(F)(F)F)c4)ccc32)ccn1
 : 18, 79, 28, 76, 64, 64, 18, 64, 76
- COc1ccc(Cl)cc1C/C=N\NC(=O)c1ccncc1
 : 103, 97, 94, 65, 99, 101, 101, 97, 98
- CC(=O)NC1=C(C#N)C(c2ccccc2)c2ccc3ccccc3c2O1 (stereo not drawn)
 : 71, 85, 83, 69, 94, 82, 68, 83, 106
- Brc1cccc(-c2cc(-c3ccc4c(c3)OC=CO4)[nH]n2)c1
 : 38, 71, 42, 32, 82, 60, 54, ·, 55
- C/C=C(/C)C(=O)OC1C=C(CO)C(=O)C(OC(=O)C(C)(O)C(C)Cl)C1C(C)C (stereo not drawn)
 : -45*, -43*, 3.8*, -46*, 14, -76*, -25*, -41*, 3.6*
- COC(=O)/C=C1\SC(=Nc2ccc(C(F)(F)F)cc2)N(CCc2c[nH]c3ccccc23)C1=O
 : -63*, -41*, -9.9*, -76*, -33*, -91*, -61*, -91*, -65*
- COC(=O)CC1CC2(C(=O)OC)c3[nH]c4ccccc4c3CCN2C1=O (stereo not drawn)
 : 99, 107, 110, 108, 110, 95, 98, 110, 102
- CCN(CC)C(=N)N
 : 107, 110, 112, 108, 102, 113, 101, 112, 118
- CC(=O)OC1CC2C=CC1C2 (stereo not drawn)
 : 105, 94, 99, 103, 95, 96, 88, 99, 97
- [C-]#[N+]c1c(-c2ccc(OC)c(OC)c2)cc(-c2ccc(N)cc2)nc1N
 : 89, 115, 101, 111, 91, 95, 104, 107, 102
- C=Cc1cnc(Nc2ccc(OC)cc2)nc1NCCCNC(=O)C1CCC1
 : 39, 48, 49, 47, 46, 79, 64, 48, 46
- COc1ccccc1N1CCN(CCCOc2ccc(OCCCN3CCN(c4ccccc4OC)CC3)c(C(=O)c3cc(OC)c(OC)c(OC)c3)c2)CC1
 : 113, 109, 105, 102, 109, 107, 96, ·, 105
- C=CCOC(=O)/C=C/C(=O)OCC=C
 : 109, 110, 100, 105, 108, 111, 103, 114, 107
- OC(CN1CCC(N2CCCCC2)CC1)Cn1ccc2ccccc21 (stereo not drawn)
 : 104, 109, 99, 99, ·, 105, 88, 108, 108
- CC1=C(C(=O)OCc2ccccc2)C(c2cn[nH]c2-c2ccc(OCc3ccccc3)cc2)NC(=S)N1 (stereo not drawn)
 : 91, 116, 85, 97, 84, 99, 51, 80, 91
- COc1ccc(C(=O)Nc2cccc(-c3cc(=O)c4c(OC)c(OC)c(OC)cc4o3)c2)cc1
 : 46, 96, 58, 88, 62, 70, 32, 67, 56
- CC1=C(C(=O)/C=C/c2ccccc2)C(c2ccccc2)NC(=S)N1 (stereo not drawn)
 : 104, 108, 96, 99, 96, 116, 91, 118, 108
- NC(N)=N/N=C(/c1ccccc1)c1ccccc1F
 : 14, 76, 45, 40, 37, 2.9*, 14, -0.1*, 15
- CCOc1ccc(/C(O)=C2\C(=O)C(=O)N(c3nnc(C)s3)C2c2ccccc2F)cc1 (stereo not drawn)
 : 112, 109, 122, 105, 121, 12, 110, 119, 118
- CN1CCN(Cn2nc(-c3cc(F)c(Cl)cc3Cl)n(/N=C/c3ccc(Cl)cc3)c2=S)CC1
 : 112, 106, 94, 119, 117, 133, 98, ·, 116
- CC/C(=C(/c1ccc(Cl)cc1)c1ccc(OCCN(C)C)cc1)c1ccc(OC)cc1
 : 96, 83, 99, 102, 104, 98, 80, 102, 106
- CCCCSc1nnc(-c2c(C)nc3ccc(C)cn23)o1
 : 103, 99, 93, 97, 95, 101, 97, 108, 110
- COc1cc(-c2nn(C(C)(C)C)cc2-c2ccnc(NCCCNS(=O)(=O)c3cccc4ccccc34)n2)ccc1F
 : 67, 134, 88, 99, 74, 90, 54, 92, 94
- COc1ccccc1NC(=O)Nc1cnc(Nc2ccc(N3CCOCC3)cc2)nc1Oc1ccc(C)cc1OC
 : 85, 107, 92, 96, 81, 103, 70, 93, 92
- O=C1NC(=O)C(=Nc2c(O)[nH]c(=O)[nH]c2=O)C(=O)N1
 : 104, 114, 107, ·, 108, 108, ·, 107, 105
- CN(NC(=O)C1CCC(=O)N1)c1ccccc1 (stereo not drawn)
 : 103, 104, 103, 104, 108, 107, 94, 112, 114
- Cc1ccc2oc3nc(C)c(C(=O)NCc4ccccc4)cc3c(=O)c2c1
 : 29, 87, 92, 78, 85, 35, 94, 100, 87
- O=C(Nc1ccc(OS(=O)(=O)c2ccccc2)cc1)C1CCCCCCC1
 : 76, 100, 94, 76, 95, 89, 86, 93, 88
- COc1c2ccoc2cc2oc(C)c(-c3cc(-c4ccc(F)cc4)c(C#N)c(N)n3)c(=O)c12
 : 80, 102, 64, 62, 61, 87, 48, 75, 85
- Cc1cc(N=C2NC(=O)/C(=C/C=C\c3ccccc3)S2)no1
 : 60, 98, 54, 85, 72, 92, 68, 67, 77
- COc1ccc2[nH]c(=O)cc(-n3ncc(C#N)c3N)c2c1
 : 105, 104, 101, 96, 99, 119, 102, 110, 105
- Oc1ccccc1C=Nc1ccccc1N=Cc1ccccc1O
 : 91, 96, 93, 94, 67, 102, 88, 82, 91
- COc1cc(/C=N/NC(=O)c2cnn3c2NC(c2ccccc2)C3)cc(OC)c1OC (stereo not drawn)
 : 31, 87, 91, 33, 82, 91, 56, 10, 91
- O=C1CC(c2ccc3c(c2)OCO3)c2scc(-c3ccc(F)cc3)c2N1 (stereo not drawn)
 : 82, 105, 79, 98, 71, 92, 60, 93, 90

The results go on:
Each structure is followed by: KM12, OVCAR-5, OVCAR-8, SW-620, OVCAR-4, HCC-2998, PC-3, OVCAR-3, DU-145
- NC1=NCCN1
 : 104, 102, 96, 98, 86, 85, 75, 219, 101
- NC(=O)C1Cc2ccccc2CN1C(=O)c1ccc2ccccc2c1 (stereo not drawn)
 : 102[50 µM], 105[50 µM], 96[50 µM], 100[50 µM], 104[50 µM], 103[50 µM], 87[50 µM], 107[50 µM], 115[50 µM]
- CCOC(=O)CCNc1nc(N)nc(N(C)c2ccccc2)c1C=O
 : 123, 112, 101, 108, 109, 114, 91, 151, 139
- COc1ccc(-c2nn(-c3ccccc3)cc2/C=C/C(=O)c2ccc(NC(=O)CCCCCCC(=O)NNc3ccccc3)cc2)cc1
 : 104, 102, 94, 101, 105, 101, 92, 113, 117
- C1CN(CC2CO2)CCO1 (stereo not drawn)
 : 107, 105, 99, 99, 113, 98, 89, 112, 111
- CCOC(=O)CCCNC(=O)c1sc2c(c1C)c(=O)nc1c(C#N)n[nH]n12
 : 102, 87, 102, 108, 118, 100, 129, 120, 116
- CCOC(=O)c1c2ncccc2n2c(=O)n(-c3ccc(Cl)cc3)nnc12
 : 71, 68, 57, 105, 85, 90, 96, 95, 112
- Cn1c([N+](=O)[O-])cnc1/C=C1\Oc2ccccc2C1=O
 : -17*, 1.0*, -26*, -36*, 10, -74*, -21*, -21*, -8.9*
- C/C(=N\NC(=O)Nc1c(Cl)cccc1Cl)c1cc2ccccc2oc1=O
 : 105, 103, 101, 103, 98, 112, 94, ·, 104
- C=CCOC(=O)C(C(=O)Cc1ccccc1)c1ccccc1 (stereo not drawn)
 : 106, 100, 104, 105, 107, 106, 93, 113, 114

Reformatted as labelled records: entries from further up
> CCOC(=O)CCNc1nc(N)nc(N(C)c2ccccc2)c1C=O
  KM12: 123
  OVCAR-5: 112
  OVCAR-8: 101
  SW-620: 108
  OVCAR-4: 109
  HCC-2998: 114
  PC-3: 91
  OVCAR-3: 151
  DU-145: 139
> COc1ccc(-c2nn(-c3ccccc3)cc2/C=C/C(=O)c2ccc(NC(=O)CCCCCCC(=O)NNc3ccccc3)cc2)cc1
  KM12: 104
  OVCAR-5: 102
  OVCAR-8: 94
  SW-620: 101
  OVCAR-4: 105
  HCC-2998: 101
  PC-3: 92
  OVCAR-3: 113
  DU-145: 117
> C1CN(CC2CO2)CCO1 (stereo not drawn)
  KM12: 107
  OVCAR-5: 105
  OVCAR-8: 99
  SW-620: 99
  OVCAR-4: 113
  HCC-2998: 98
  PC-3: 89
  OVCAR-3: 112
  DU-145: 111
> CCOC(=O)CCCNC(=O)c1sc2c(c1C)c(=O)nc1c(C#N)n[nH]n12
  KM12: 102
  OVCAR-5: 87
  OVCAR-8: 102
  SW-620: 108
  OVCAR-4: 118
  HCC-2998: 100
  PC-3: 129
  OVCAR-3: 120
  DU-145: 116

The listing continues.
Each structure is followed by: KM12, OVCAR-5, OVCAR-8, SW-620, OVCAR-4, HCC-2998, PC-3, OVCAR-3, DU-145
- COc1cc(C(=O)OC(C)CC(C)C)cc(OC)c1O (stereo not drawn)
 : 111, 94, 99, 104, 93, 99, 90, 109, 109
- NC1(c2nc3ccc4[nH]ncc4c3c3c2CCCC3)CC1
 : 80, 86, 77, 61, 99, 83, 67, 110, 60
- CCN(Cc1ccc(S(=O)(=O)O)cc1)c1ccccc1
 : 106, 100, 100, 103, ·, 100, 138, ·, 114
- Cc1ccc2[nH]c(=O)cc(-n3nc(C#N)c(C#N)c3N)c2c1
 : 111, 92, 89, 113, 89, 121, 86, 96, 113
- O=[N+]([O-])c1ccc2[nH]cc([C@@]3(O)c4ccccc4-c4c3c3c5cc([N+](=O)[O-])ccc5[nH]c3c3c4[nH]c4ccc([N+](=O)[O-])cc43)c2c1
 : 102, 77, 38, 13, 49, 98, 17, 70, 37
- CCN(CC)CCCC(C)NC(=O)Nc1cc(OC)cc2cccnc12 (stereo not drawn)
 : 113, 103, 98, 105, 117, 119, 88, 116, 111
- COc1ccc(CCN2CCCn3c2nc2c3c(=O)n(C)c(=O)n2C)cc1
 : 100, 98, 121, 108, 100, 108, 99, 110, 100
- C=CCNC(=S)NNC(=O)CN1CCN(c2cc3c(cc2F)c(=O)c(C(=O)O)cn3C2CC2)CC1
 : 105, 108, 106, 103, 107, 107, 95, 100, 107
- Nc1ncnc2c1ncn2[C@]1(CF)O[C@H](CO)C1CO (stereo partly drawn)
 : 92, 87, 103, 111, 111, 130, 90, ·, 119
- CS(=O)(=O)c1ccc(-c2nc3cc(Cl)ccc3n2CC(=O)NN)cc1
 : 98, 93, 87, 99, 99, 105, 94, 96, 100
